Assay outcomes deposited in PubChem by Sanford-Burnham Center for Chemical Genomics.
PfGluPho inh – PfG6PD (Plasmodium falciparum) enzyme inhibition; inhibition, % at 20 µM; hit rate 0.78% among 350,000; PfGluPho enzyme, NADPH resazurin-diaphorase fluorescence; AID 504690;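 active = inhibition reaching at least a set limit at 20 µM in the primary screen, cut at about 59% in these data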;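 also: 0% = DMSO wells with substrate and 100% = DMSO wells lacking glucose-6-phosphate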
SENP7 inh – inhibitors of human SENP7 protease; hit rate 1.5% among 330,000; recombinant SENP7, Z-RLRGG-aminoluciferin luminescence, 40 min; Q9BQF6; inhibition, % at 5 µM;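 active = inhibition above about 50% at the single test dose, limit read from the data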;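 also: plate controls were DMSO with enzyme for no effect and no enzyme buffer wells for full effect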
Target sequence (Q9BQF6 706-1050 limits assumed): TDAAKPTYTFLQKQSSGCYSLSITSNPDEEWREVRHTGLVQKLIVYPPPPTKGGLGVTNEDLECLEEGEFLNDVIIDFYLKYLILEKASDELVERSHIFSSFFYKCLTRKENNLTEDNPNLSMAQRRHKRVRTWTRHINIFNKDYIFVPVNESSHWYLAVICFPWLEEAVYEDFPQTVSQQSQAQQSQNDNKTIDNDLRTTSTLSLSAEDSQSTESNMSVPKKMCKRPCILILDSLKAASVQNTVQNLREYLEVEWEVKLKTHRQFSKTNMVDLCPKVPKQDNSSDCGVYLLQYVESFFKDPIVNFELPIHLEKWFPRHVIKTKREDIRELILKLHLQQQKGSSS
SENP8 block-1 – SENP8 (human) protease inhibition | Q96LD8 | recombinant SENP8, Nedd8 substrate fluorescence | inhibition, % at 20 µM | hit rate 0.64% among 360,000 | AID 602440; in the data active = inhibition mostly above about 40%, no sharp cut-off; inactive = mostly below about 27%
Target sequence (Q96LD8 whole entry, looked up): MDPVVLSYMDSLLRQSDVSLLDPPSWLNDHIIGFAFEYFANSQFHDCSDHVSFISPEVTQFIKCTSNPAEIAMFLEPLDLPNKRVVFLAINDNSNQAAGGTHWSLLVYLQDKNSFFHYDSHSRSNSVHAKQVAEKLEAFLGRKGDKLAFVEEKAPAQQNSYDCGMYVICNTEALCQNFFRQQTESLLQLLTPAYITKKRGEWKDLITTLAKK
HKDC1 inhibitor – blocks human hexokinase HKDC1 activity; recombinant HKDC1, G6PDH/diaphorase resazurin coupled fluorescence; inhibition, % at 20 µM; hit rate 0.16% among 340,000;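 active = inhibition above about 35% when tested at 20 µM, limit read from the data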;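 also: plate controls were DMSO wells with enzyme for no effect and DMSO wells lacking enzyme for full effect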
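Material – in-house recombinant HK5 (HKDC1) enzyme · Quantity – HKDC1 at 5 µg/mL · Buffer or medium – pH 8.0 Tris buffer with 10 mM MgCl2 · Reagent – glucose with 1 mM ATP · Dosing – single 20 µM dose · Times – reaction time 90 min, room temperature, protected from light · Technique – resorufin fluorescence at 613 nm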
SENP1 inh – inhibitors of human SENP1 SUMO protease catalytic domain. Q9P0U3. recombinant SENP1 catalytic domain, CyPet-SUMO1-YPet FRET cleavage. inhibition, % at 10 µM. hit rate 0.21% among 360,000;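 active = inhibition at least 30% at 10 µM, raw YFP signal under a set limit, fluorescence ratio 0.5 to 1.5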;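 also: 0% = enzyme with DMSO and 100% = no enzyme wells; some results filed as inactive read as strong as hits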
Target sequence (Q9P0U3 419-644 limits assumed): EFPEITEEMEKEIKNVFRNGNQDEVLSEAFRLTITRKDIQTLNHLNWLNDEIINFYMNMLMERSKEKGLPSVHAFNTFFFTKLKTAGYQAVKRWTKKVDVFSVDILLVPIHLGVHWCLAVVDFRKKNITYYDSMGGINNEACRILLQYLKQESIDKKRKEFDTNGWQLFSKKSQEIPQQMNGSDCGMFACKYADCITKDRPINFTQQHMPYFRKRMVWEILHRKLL
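Compound: 10 µM single point, 0.5% DMSO; Test system: hSENP1 catalytic domain, recombinant; Timing: 50 min reaction at room temperature; Technique: FRET, CFP and YFP emission; Control set: no-enzyme wells low, DMSO-plus-enzyme wells high control.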
SENP6 block – inhibitors of human SENP6 protease; Recombinant SENP6 catalytic domain, aminoluciferin luminescence; hit rate 1.8% among 330,000; inhibition, % at 10 µM;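 active = inhibition above about 50% at the single tested dose, limit read from the data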;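 also: plate controls were DMSO wells with enzyme for no effect and DMSO wells lacking enzyme for full effect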
SENP8 block-2 – blocks the human protease SENP8; Q96LD8; purified SENP8, Z-RLRGG-aminoluciferin cleavage, luminescence; inhibition, % at 10 µM; hit rate 1.2% among 330,000; AID 2540; in the data active = inhibition above about 50%
Apaf-1 inh – human Apaf-1 inhibition | reconstituted apoptosome caspase-3 activity, DEVD-Rh110 fluorescence | inhibition, % at 20 µM | AID 489030 | hit rate 0.71% among 330,000; active = inhibition of at least 40% at 20 µM;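 also: plate controls were DMSO wells for no effect and DEVD-CHO caspase inhibitor wells for full effect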
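detection = Rh110 fluorescence intensity | test system = biochemical Apaf-1 apoptosome reconstitution | also added = cytochrome c and DEVD-Rh110 substrate | schedule = 30 min plus 50 min, RT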
The depositor's hits bear a star; . = not tested or not shown.

SMILES	PfGluPho inh	SENP7 inh	SENP8 block-1	HKDC1 inhibitor	SENP1 inh	SENP6 block	SENP8 block-2	Apaf-1 inh
COc1cccc(CN2CCNC(=O)C2CC(=O)N(C)CCC2CCOCC2)c1 (stereo not drawn)	-2	4	-33	2	-8	-31	-3	-16
Cn1c(=O)c2c(nc(NC3CCCC3)n2C)n(C)c1=O	4	-2	5	-1	1	0	4	0
S=C(NC1CC1)N1CCN(C(=S)NC2CC2)CC1	-3	10	8	-6	1	-6	-4	-5
CCOc1ccc(C(=O)Nc2ccccc2CC)cc1[N+](=O)[O-]	38	3	15	-10	0	-14	-3	7
Cc1ccc(-n2cc(CN3CCC(O)(c4ccccn4)CC3)c(-c3ccc(F)cc3)n2)cc1	-3	3	8	-4	2	-4	-2	20
O=C(CN1CCN(c2ccc(F)cc2)CC1)NCc1ccc(Cl)cc1	10	0	6	-2	0	-31	11	2
CC(NC(=O)c1ccc(OC2CCN(C(=O)c3cccnc3)CC2)cc1)C1CC1 (stereo not drawn)	-1	4	12	-8	2	3	1	-4
Cc1c(NC(=O)c2cc3c(=O)n4ccccc4nc3s2)c(=O)n(-c2ccccc2)n1C	7	5	-76	-4	-3	-17	3	-24
CSc1cccc(NC(=O)C2CCCN2S(=O)(=O)c2ccc(Br)s2)c1 (stereo not drawn)	-2	-12	13	13	0	-17	-7	16
COc1cc(/C=C(\C#N)C(=O)Nc2ccc3ccccc3c2)c([N+](=O)[O-])cc1OC	2	7	6	5	0	-7	-1	-16
CCOC(=O)CC(C(=O)OCC)P(=O)(c1ccccc1)c1ccccc1 (stereo not drawn)	-7	-8	2	-7	0	-1	-2	7
CC1CCCN(c2ccc(C(=O)Nc3cccnc3)cc2[N+](=O)[O-])C1 (stereo not drawn)	15	-5	22	2	0	-7	1	5
O=c1c2cnn(-c3ccccc3Cl)c2ncn1Cc1cccnc1	-12	-5	3	1	1	2	-7	-6
Oc1ccc(C=Nc2cccc3ccccc23)c(O)c1	39	33	-435	20	-1	70*	44	81*
Cc1cccn2c(=O)c3cc(C(=O)NCC4CCCO4)c(=N)n(C4CCCC4)c3nc12 (stereo not drawn)	41	6	-287	-25	-22	-7	9	1
O=C(CN1c2ccccc2Sc2ccccc21)NNC(=O)Nc1ccc(Cl)cc1	-10	-3	2	4	1	-26	0	7
CC(=O)N1CCN(CC(=O)c2ccc(Br)cc2)CC1	-6	1	20	-15	0	1	-1	5
CC(C)CC(=O)Nc1cccc(C(=O)Nc2ccccc2C(=O)O)c1	-10	-1	14	-10	0	-2	-13	-7
Cc1ccc(C2CCN(C(=S)NC3CCCCC3)C2)cc1 (stereo not drawn)	9	11	14	-5	3	-14	2	-14
COc1cccc(C(=O)Nc2ccc(C(=O)c3ccccc3)cc2)c1	43	22	5	4	0	47	23	12
CCOc1ccc(N(CC(=O)NC2CCCCC2)C(=O)CCC(=O)Nc2nccs2)cc1	-1	-3	9	3	-1	-2	2	8
C[C@H](CO)N1C[C@H](C)[C@@H](CN(C)S(C)(=O)=O)Oc2ccc(NC(=O)C3CC3)cc2C1=O	-7	7	6	0	1	10	1	5
CCN1C=C(C(C)=O)C(=O)CC1	-2	.	0	-2	-4	.	.	.
CS(=O)(=O)N(CCCC(=O)N1CCCCCC1)c1cccc(Cl)c1	11	-4	22	-3	-2	-10	1	2
Cc1ccc(NC(=O)CCNC(=O)c2ccccc2Cl)cc1S(=O)(=O)N1CCOCC1	0	1	11	-5	2	-1	-6	-1
(continued)
SMILES	PfGluPho inh	SENP7 inh	SENP8 block-1	HKDC1 inhibitor	SENP1 inh	SENP6 block	SENP8 block-2	Apaf-1 inh
COc1ccccc1N1CCN(C(=O)CN(C)S(=O)(=O)c2cc(C)ccc2OC)CC1	-8	0	5	-3	4	-1	0	-2
NC(N)=NCCCS(=O)(=O)Nc1ccc(Nc2c3ccccc3nc3cc([N+](=O)[O-])ccc23)cc1	32	.	25	8	51*	.	.	.
CCCCNc1c(N)n(CC(C)C)c(=O)[nH]c1=O	21	12	-73	1	-60	-23	-3	0
COc1ccc(C2(c3ccc(OC)cc3)NC(=O)N(CC(=O)NC3(C#N)CCCC3)C2=O)cc1	13	-1	-8	-7	0	7	-8	-5
CCC1(c2ccccc2)NC(=O)N(C)C1=O (stereo not drawn)	-1	3	12	-6	2	-14	5	-3
Cc1noc(C)c1S(=O)(=O)Nc1ccccc1OC(F)(F)F	-11	6	-2	-2	-1	-1	-8	-24
NC(=O)c1nnn(-c2cccc(C(F)(F)F)c2)c1-c1ccccc1	-2	3	3	-2	2	-16	7	-37
S=C(NCCc1ccncc1)Nc1ccccc1	-9	-6	2	3	1	-33	-12	-1
NC(=S)c1cnn2c(-c3cccc(C(F)(F)F)c3)ccnc12	-3	7	-31	-3	1	-14	-1	8
Cc1ccc(C(=O)N/C(=C\c2ccc3c(c2)OCO3)C(=O)Nc2ccc(C(=O)O)cc2)cc1	-5	5	-17	-4	-36	10	3	-2
COc1ccc(C2=NO[C@@H]3C(=O)N(c4c(C)cccc4C)C(=O)[C@H]23)cc1OC	12	-6	13	8	3	-13	-14	10
NC(=O)Cn1c(-c2nonc2N)nc2ccccc21	0	-8	-10	-8	-42	-16	-7	0
Cc1nnc(SCC(=O)Nc2cc(C(F)(F)F)ccc2N2CCOCC2)o1	3	-2	5	0	0	-16	-3	-1
CCOC(=O)Cc1csc(NC(=O)c2cc3c(s2)CCCC3)n1	6	43	-59	2	-47	42	23	10
COc1ccc(-c2cn(Cc3ccc([N+](=O)[O-])cc3)nn2)cc1	-5	6	16	3	2	5	-7	11
O=S(=O)(CS(=O)(=O)c1ccc(Cl)cc1)c1ccc(Cl)cc1	10	-13	14	0	4	-11	3	-3
CN(CC(=O)NC1CCCCCCC1)S(=O)(=O)c1cnc[nH]1	-6	0	10	-6	1	-14	-3	0
CC(=O)Nc1ccc(NC(=O)c2ccc(NC(=O)c3ccccc3)cc2)cc1	-8	-12	-17	-7	-2	4	1	-9
CN(C)CCNC(=O)COc1cccc2c1OC(C)(C)C2	8	2	5	-9	-1	-8	0	-3
Cc1ccc(C)c(OC(=O)c2ccncc2)c1	-2	-2	10	0	0	-25	-11	4
COc1ccccc1NC(=O)C1CC(O)CN1C(=O)Oc1ccccc1 (stereo not drawn)	-2	1	17	1	-1	0	-4	0
O=C(NC1CCCC1)C(c1ccc(F)cc1)N(C(=O)c1csnn1)C1CC1 (stereo not drawn)	7	3	9	3	5	24	-2	1
COc1ccccc1OCc1ccc(C(=O)NCc2cccnc2)o1	-14	1	24	-1	0	0	10	-2
O=C(OC(c1ccccc1)c1nccc2ccccc12)c1ccccc1 (stereo not drawn)	13	.	2	-2	1	.	.	.
CC1=C(C#N)CCC(=O)N1Cc1c(F)cccc1Cl	-19	-6	19	-4	4	-4	-15	5

Reformatted bar-delimited: part of the list above.
structure | PfGluPho inh | SENP7 inh | SENP8 block-1 | HKDC1 inhibitor | SENP1 inh | SENP6 block | SENP8 block-2 | Apaf-1 inh
NC(N)=NCCCS(=O)(=O)Nc1ccc(Nc2c3ccccc3nc3cc([N+](=O)[O-])ccc23)cc1 | 32 | . | 25 | 8 | 51* | . | . | .
CCCCNc1c(N)n(CC(C)C)c(=O)[nH]c1=O | 21 | 12 | -73 | 1 | -60 | -23 | -3 | 0

Profiles, quoted from the list:
Profile of Cc1nnc(SCC(=O)Nc2cc(C(F)(F)F)ccc2N2CCOCC2)o1 = PfGluPho inh: 3; SENP7 inh: -2; SENP8 block-1: 5; HKDC1 inhibitor: 0; SENP1 inh: 0; SENP6 block: -16; SENP8 block-2: -3; Apaf-1 inh: -1
Profile of CC(=O)Nc1ccc(NC(=O)c2ccc(NC(=O)c3ccccc3)cc2)cc1 = PfGluPho inh: -8; SENP7 inh: -12; SENP8 block-1: -17; HKDC1 inhibitor: -7; SENP1 inh: -2; SENP6 block: 4; SENP8 block-2: 1; Apaf-1 inh: -9

The listing picks up, starting two compounds before the break.
SMILES	PfGluPho inh	SENP7 inh	SENP8 block-1	HKDC1 inhibitor	SENP1 inh	SENP6 block	SENP8 block-2	Apaf-1 inh
O=C(OC(c1ccccc1)c1nccc2ccccc12)c1ccccc1 (stereo not drawn)	13	.	2	-2	1	.	.	.
CC1=C(C#N)CCC(=O)N1Cc1c(F)cccc1Cl	-19	-6	19	-4	4	-4	-15	5
COCCN(CC1CCCN(C2Cc3ccccc3C2)C1)C(=O)c1cccs1 (stereo not drawn)	-9	5	18	-1	-10	12	5	-2
CC(=O)c1cccc(NC(=O)C23CC4CC(C2)CC(n2cncn2)(C4)C3)c1	15	-2	-3	-2	-1	-10	-2	11
Cc1cc(C)n2nc(SCc3nnc(-c4ccc(F)cc4)o3)nc2n1	.	-2	.	.	.	3	-2	-12
O=S(=O)(Nc1cccnc1)c1ccc(Br)c2ccccc12	-24	6	13	6	1	3	-5	3
C=CCN1C(=O)N/C(=C/c2ccc(C)o2)C1=O	11	7	-50	-12	-5	11	3	-3
O=C(COc1ncnc2ccccc12)Nc1cc([N+](=O)[O-])ccc1F	-1	-4	26	-5	2	-1	-4	-1
COc1ccc(/C=C/C(=O)Nc2ccc(OC)nc2)cc1	31	-14	1	-2	-2	-14	-12	8
O=C(NCC(c1cccs1)N1CCOCC1)c1ccccc1NS(=O)(=O)c1cc([N+](=O)[O-])ccc1Cl (stereo not drawn)	10	-3	8	-8	-1	-11	-11	9
CCCOc1ccc(N2C(=O)CC(N3CCN(c4ccccc4OC)CC3)C2=O)cc1 (stereo not drawn)	21	-6	2	-6	2	-14	5	-6
N#Cc1nnn2c1nc(N)c1c(F)cccc12	-2	0	-457	-4	-1	6	9	-11
N#CNC(=Nc1cccc(C(F)(F)F)c1)SCc1ccc(C(=O)O)cc1	-51	-4	19	-1	1	2	1	-21
NS(=O)(=O)c1ccc(NC(=O)CCCC(=O)O)cc1	16	2	6	-4	1	-4	2	-13
CC(C)NS(=O)(=O)c1ccc(CCC(=O)NCc2ccc3c(c2)OCO3)cc1	-1	12	8	-5	0	0	-2	-23
CCOc1cc(N2CCOCC2)c(OCC)cc1NC(=O)COC(=O)c1ccc([N+](=O)[O-])o1	43	11	34	2	4	16	29	2
Cc1cccn2c(=O)c3cc(C#N)c(=N)n(Cc4cccnc4)c3nc12	12	.	-24	2	-130	.	.	.
O=c1c2ccccc2nc(-c2cccs2)n1-c1ccc2ccccc2c1	5	-8	-5	-1	0	-20	-14	14
COC(=O)C1=C(C)N(c2cc(C)cc(C)c2)/C(=C/c2ccco2)C1=O	2	-3	12	5	-7	7	3	23
O=C(O)CC(NC(=O)c1sc2ccccc2c1Cl)c1ccc(OC2CCCC2)cc1 (stereo not drawn)	-1	10	10	-7	1	3	8	44*
COc1ccc2oc(=N)c(-c3nnc4n3CCCCC4)cc2c1	10	1	-304	-2	-12	-9	6	-4
O=C(c1cccc(F)c1)N1CCN(C(=O)c2nn3cccnc3c2Cl)CC1	1	2	-33	-4	-5	-3	5	-12
CC(NC(=O)COc1ccccc1)C1COc2ccccc2O1 (stereo not drawn)	-12	-10	7	3	2	-4	-6	6
COc1ccccc1CNC(=O)c1cn(C)c2ccc(S(=O)(=O)N3CCCCC3)cc2c1=O	.	2	.	.	.	1	1	10
COc1ccc(C(=O)NCCn2cc(SCC(=O)NCC3CCCO3)c3ccccc32)cc1OC (stereo not drawn)	0	15	-2	-3	0	0	-6	-1
CCOC(=O)CSc1nc2ccccc2n1CC(=O)NC(C)(C)C	3	-1	11	-12	1	1	1	-21
CCOc1ccc(/C=N/NC(=O)C(C)Sc2ccccn2)cc1OCC (stereo not drawn)	16	-4	23	14	0	-11	-3	4
CCC1=NN(C(=O)C(=O)Nc2ccc(Br)cc2)C(O)(C(F)(F)F)C1 (stereo not drawn)	-4	6	7	1	-7	-2	-2	2
